Screening data (PubChem BioAssay)
MrgX1 antag: antagonists of human MrgX1 receptor; 310,000 tested, 1.3% active; AID 588676; MRGX1-HEK293 calcium flux, Fluo-4, BAM8-22 antagonism; active compounds read low; B-score at 10 µM; Q96LB2;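 active = calcium-response B-score plate-corrected more than 3 library SD below zero, starting fluorescence within 5 deviations, no agonist response on first addition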;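 also: peak minus trough fluorescence over baseline after final BAM8-22 challenge near maximal dose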
Target sequence (Q96LB2 whole entry, looked up): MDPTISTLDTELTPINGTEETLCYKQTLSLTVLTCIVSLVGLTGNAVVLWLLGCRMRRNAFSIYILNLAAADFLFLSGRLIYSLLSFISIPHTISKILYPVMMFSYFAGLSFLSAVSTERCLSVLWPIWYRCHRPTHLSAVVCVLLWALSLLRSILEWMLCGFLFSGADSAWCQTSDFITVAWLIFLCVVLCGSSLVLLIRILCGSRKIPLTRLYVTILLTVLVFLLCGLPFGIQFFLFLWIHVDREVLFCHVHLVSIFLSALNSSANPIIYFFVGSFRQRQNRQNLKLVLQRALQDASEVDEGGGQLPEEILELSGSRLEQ
RGS4 inh: human RGS4 inhibition; 310,000 tested, 0.45% active; B-score at 10 µM; HEK293 M3R/RGS4 inducible, Fluo-4 calcium flux; active compounds read high; triggered by carbachol at its EC20; P49798; AID 463165;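 active = B-score, a plate-corrected calcium signal, over three deviations above library mean, with baseline fluorescence within five deviations of library mean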;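 also: RGS4 expression induced by doxycycline in cells with stable M3 receptor; B-score is computed from the integrated fluorescence ratio over baseline after carbachol; higher B-score means a larger calcium signal and so more RGS4 inhibition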
Target sequence (P49798 whole entry, looked up): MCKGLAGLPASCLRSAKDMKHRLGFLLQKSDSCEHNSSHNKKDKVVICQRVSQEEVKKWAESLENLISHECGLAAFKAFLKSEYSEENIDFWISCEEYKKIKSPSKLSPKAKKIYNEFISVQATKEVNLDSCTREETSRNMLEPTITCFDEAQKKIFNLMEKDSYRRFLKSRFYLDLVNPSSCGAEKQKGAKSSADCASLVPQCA
RGS4 pot: RGS4 potentiation or activation; HEK293 M3R/inducible RGS4, carbachol calcium flux Fluo4; active compounds read low; B-score at 10 µM; 310,000 tested, 0.92% active;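 active = B-score of the integrated calcium signal more than 4 SD below the library mean, with starting fluorescence not abnormally high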;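 also: negative B-score means reduced calcium response which marks RGS4 activation or potentiation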
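test system = M3R-expressing HEK293 line, RGS4 induced by doxycycline | probe or stimulus = carbachol at ECmax as muscarinic agonist stimulus | timing = dye loading 30 min 37 °C, buffer rest 30 min RT | signal = calcium dye Fluo4 fluorescence | evaluation = B score from integrated fluorescence ratio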
HDAC3 inhib: inhibitors of human histone deacetylase 3 | 320,000 tested, 0.15% active | inhibition, % at 8.3 µM | recombinant HDAC3, fluorogenic peptide/trypsin coupled, fluorescence | AID 2718; in the data active = inhibition above about 26%, passing the limit was not always enough; inconclusive = no clear call, values can overlap the other calls
Target sequence (O15379 whole entry, looked up): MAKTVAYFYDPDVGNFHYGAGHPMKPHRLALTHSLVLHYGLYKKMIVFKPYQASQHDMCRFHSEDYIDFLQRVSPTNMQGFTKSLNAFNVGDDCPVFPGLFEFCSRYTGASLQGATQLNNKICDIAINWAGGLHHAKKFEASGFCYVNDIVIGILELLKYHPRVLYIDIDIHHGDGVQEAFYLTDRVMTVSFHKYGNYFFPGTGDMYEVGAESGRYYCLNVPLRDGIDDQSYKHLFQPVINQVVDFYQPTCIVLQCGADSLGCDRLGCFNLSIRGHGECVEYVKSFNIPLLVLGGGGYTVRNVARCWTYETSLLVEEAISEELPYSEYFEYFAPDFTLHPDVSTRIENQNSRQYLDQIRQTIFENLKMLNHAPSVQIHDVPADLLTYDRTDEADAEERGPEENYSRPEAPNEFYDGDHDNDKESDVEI
MrgX1 PAM: allosterically activates human MrgX1 receptor signaling. B-score at 10 µM. 310,000 tested, 0.63% active. AID 588675. Q96LB2. MrgX1-HEK293, Fluo-4 calcium flux, FDSS; active compounds read high;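 active = plate-corrected calcium response at least 3 library SD above typical, normal starting fluorescence, not activating the receptor alone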;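 also: compound read alongside a low EC10 to EC30 dose of BAM8-22 agonist; peak minus trough fluorescence over baseline measured at the second addition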
TMEM16A inh: blocks the mouse calcium-activated chloride channel TMEM16A | AID 588511 | HEK293 TMEM16A/YFP iodide influx fluorescence, ionomycin | normalized B-score (activity score, 25-100; higher = stronger inhibition) at 10 µM | Q8BHY3 | 310,000 tested, 1.2% active;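 active = ratio plate-corrected score three or more library SD toward inhibition, starting fluorescence score within five deviations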;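 also: score derived from kinetic fluorescence span divided by baseline fluorescence per well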
MrgX1 agonist: human MrgX1 receptor agonism, primary screen; 310,000 tested, 0.44% active; AID 588627; B-score at 10 µM; MrgX1-HEK293 cells, Fluo-4 calcium fluorescence, agonist mode; active compounds read high;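 active = calcium response B-score plate-corrected fluorescence ratio at least 3 library SD, with starting fluorescence B-score inside 5 SD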
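Material: HEK293 cells stably expressing human MrgX1 receptor | Quantity: 15,000 cells per well | Times: Cells plated overnight, dye loaded 0.5 h 37 °C, 0.5 h room temperature | Measured by: Kinetic Fluo-4 NW fluorescence of intracellular calcium | Control set: Positive and negative controls per plate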
ANO1 activ: activates or potentiates the mouse TMEM16A chloride channel; 340,000 tested, 0.3% active; HEK293 TMEM16A/YFP-H148Q/I152L, iodide quench fluorescence; active compounds read low; B-score at 10 µM; Q8BHY3;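 active = fluorescence-ratio B-score plate-corrected deviation score at least 3 library SD below zero, with starting fluorescence score within 5 deviations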;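 also: channel opened by trigger with iodide after compound preincubation; score built on the fluorescence ratio of max minus min over baseline; more negative score means more quench and so TMEM16A activation or potentiation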
TRPC6 activator: activators of mouse TRPC6 channel; 310,000 tested, 0.13% active; HEK293-TRPC6 membrane potential dye fluorescence; active compounds read high; B-score at 10 µM; Q61143;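 active = B-score of the integrated fluorescence ratio above library mean plus 3 SD, and starting fluorescence ratio within library mean plus 5 SD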;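 also: higher score means more depolarization so channel activation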
SKKanGAS inh: blocks kanamycin growth of S. pyogenes SKKanGAS strain | BacTiter-Glo, 6 h | inhibition, % at 7.5 µM | 300,000 tested, 1.3% active | AID 1662;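 active = mean replicate score, as percent of positive control median, at least 50; inconclusive = mean below 50 but one replicate at or above 50; inactive = mean and every replicate below 50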;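 also: strain carries kanamycin resistance gene driven by streptokinase promoter and grows in 40 µg/ml kanamycin; loss of luminescence reflects streptokinase promoter inhibition or plain growth inhibition; 0% = median of DMSO wells and 100% = positive control at its reference dose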
TRPC6 inh: blocks the mouse TRPC6 cation channel; HEK293-TRPC6, membrane potential dye, ACh-evoked depolarization; active compounds read low; B-score at 10 µM; 310,000 tested, 1.1% active; AID 2553;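 active = B-score under library mean minus 3 SD, initial fluorescence not abnormally high, positive integrated signal ratio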;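 also: B-score derived from integrated fluorescence ratio over the kinetic read; more negative B-score means stronger inhibition of depolarization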
Starred values were filed as active, the others as inactive; i = inactive; ? = inconclusive; / = no result given. Rows are unselected; about 6.7% have a hit in one of these screens.

SMILES | MrgX1 antag | RGS4 inh | RGS4 pot | HDAC3 inhib | MrgX1 PAM | TMEM16A inh | MrgX1 agonist | ANO1 activ | TRPC6 activator | SKKanGAS inh | TRPC6 inh
NCCCn1c(C(=O)c2cc(Cl)c(N)c(Cl)c2)c2ccc(C(F)(F)F)cc2[n+]1[O-] | i | i | i | 9 | i | i | i | i | i | -2 | i
Cc1cccc(N(CC(=O)NC2CCCC2)C(=O)CS(=O)CC(=O)Nc2ccc3c(c2)OCO3)c1 (stereo not drawn) | i | i | i | / | i | i | i | i | i | 10 | i
O=C(Nc1ccc(S(=O)(=O)N2CCOCC2)cc1)c1ccc(Br)o1 | i | i | i | / | i | i | i | i | i | -1 | i
COc1ccc(CC(=O)NCC(=O)N/N=C/c2c[nH]c3ccccc23)cc1 | i | i | i | 6 | i | i | i | i | i | -2 | i
CN(C)CC(CCC(CN(C)C)C(=O)c1ccccc1)C(=O)c1ccccc1 (stereo not drawn) | / | i | i | / | / | / | / | -9.5* | i | -10 | i
Cc1ccccc1CC1SC(N=C(N)N)=NC1=O (stereo not drawn) | i | i | i | 0 | i | i | i | i | i | 3 | i
CCc1nnc(NC(=O)Nc2ccc(Cl)cc2)s1 | i | i | i | -2 | i | i | i | i | i | 7 | i
CCCC(=O)Nc1ccc2nc(SCC(=O)N3CCCC3)sc2c1 | i | i | i | 4 | i | i | i | i | i | 2 | i
O=C(COC(=O)c1ncc(Cl)c(Cl)c1Cl)NNC(=O)c1ccccc1 | -4.6* | i | i | 2 | i | i | i | i | i | -5 | i
CN(C)CCC(=O)c1ccc2c(c1)OCO2 | i | i | i | 0 | i | i | i | i | i | 2 | i
Cc1ccc(C)c(S(=O)(=O)NCCOC(=O)Nc2sc(=S)n(C)c2C)c1 | i | i | i | 2 | i | i | i | i | i | -2 | i
O=C(Nc1ccc(O)c2c(=O)cc(-c3cccc(Cl)c3)oc12)c1cccc(Cl)c1 | i | i | i | -7 | i | i | i | i | i | 7 | i

A different layout for 2 compounds above.
Compound,MrgX1 antag,RGS4 inh,RGS4 pot,HDAC3 inhib,MrgX1 PAM,TMEM16A inh,MrgX1 agonist,ANO1 activ,TRPC6 activator,SKKanGAS inh,TRPC6 inh
CCc1nnc(NC(=O)Nc2ccc(Cl)cc2)s1,i,i,i,-2,i,i,i,i,i,7,i
CN(C)CC(CCC(CN(C)C)C(=O)c1ccccc1)C(=O)c1ccccc1 (stereo not drawn),/,i,i,/,/,/,/,-9.5*,i,-10,i

Next section:
SMILES | MrgX1 antag | RGS4 inh | RGS4 pot | HDAC3 inhib | MrgX1 PAM | TMEM16A inh | MrgX1 agonist | ANO1 activ | TRPC6 activator | SKKanGAS inh | TRPC6 inh
CN(C)S(=O)(=O)c1ccc(Cl)c(C(=O)Nc2ccc(S(=O)(=O)N3CCOCC3)cc2)c1 | i | i | i | 6 | i | i | i | i | i | -2 | i
C=CCC1c2cccc(C(=O)O)c2C(=O)N1c1ccc(F)cc1 (stereo not drawn) | i | i | i | -6 | i | i | i | i | i | -9 | i
COCCCNc1ccnc2c(Cl)cccc12 | i | i | i | 6 | i | i | i | i | i | -4 | -9*
COc1ccc(Oc2nc(C)cc(C)c2S(=O)(=O)c2ccc(C)cc2)cc1 | i | i | i | 2 | i | i | i | i | i | 1 | i
COc1ccc(CNC(=O)C(C)OC(=O)CCN2C(=O)C3CC=CCC3C2=O)cc1 (stereo not drawn) | i | i | i | -1 | i | i | i | i | i | -12 | i
CC(=O)NC(CCS(C)(=O)=O)C(=O)Nc1cc(C)on1 (stereo not drawn) | i | i | i | -1 | i | i | i | i | i | -3 | i
C[C@@H]1CC[C@@]2(O[C@@H](CCO)C[C@H](O)[C@H]2O)O1 | i | i | i | -1 | i | i | i | i | i | 2 | i
Cc1nnc2sc(-c3ccc(NC(=O)CSc4ccc(Cl)cc4)cc3)nn12 | i | i | i | 0 | i | i | i | i | i | 1 | i
O=C(c1cc2ccccc2o1)N1CCOCC1 | i | i | i | 4 | i | i | i | i | i | -4 | i
CCN(CC(=O)Nc1c(F)cccc1F)C(=O)CCCc1c[nH]c2ccccc12 | i | i | i | 0 | i | i | i | i | i | 1 | i
COc1ccc(C(=O)COC(=O)C2CCC(=O)N2)cc1 (stereo not drawn) | i | i | i | -1 | i | i | i | i | i | -10 | i
COc1cc(OC)c2c(C)cc(=O)oc2c1C(CCN1CCN(c2ccccc2)CC1)c1ccc2c(c1)OCO2 (stereo not drawn) | i | i | i | 12 | i | i | i | i | i | 11 | i
O/N=C/c1cccn1-c1ccc(O)cc1 | i | i | i | 2 | i | i | i | i | i | -3 | i
Cc1cc2ncn(/N=C/c3cccnc3)c2cc1C | i | i | i | 4 | i | i | i | i | i | -11 | i
C1CNC(C23CC4CC(CC(C4)C2)C3)=N1 | i | i | i | -7 | i | i | i | i | i | 13 | i
Cc1nc(-c2ccc([N+](=O)[O-])cc2)sc1C(=O)O | i | i | i | -1 | i | i | i | i | i | 21 | i
CCOC(=O)/C(=N/Nc1ccccc1)Sc1nnc(CCc2ccccc2)n1-c1ccccc1 | i | i | i | 0 | i | i | i | i | i | -3 | i
COc1ccccc1-n1ccnc(SCC(=O)NC2CCCCC2)c1=O | i | i | i | / | i | i | i | i | i | -5 | i
O=[N+]([O-])c1ccccc1SN(Cc1ccccc1)c1ccccn1 | i | i | i | 0 | i | i | i | i | i | 2 | i
COc1ccc(CN(C(=O)c2ccco2)c2ccccc2)cc1 | i | i | i | 2 | i | i | i | i | i | 0 | i
COc1cc(CCC(=O)NNC(=O)c2ccc(C)cc2)cc(OC)c1OC | i | i | i | -4 | i | i | i | i | i | -1 | i
CCN1CCN(C(=S)c2ccc(OCC(=O)Nc3ccc(OC)cc3)cc2)CC1 | i | i | i | -1 | i | i | i | i | i | -3 | i
CCCCCCCCCCOC(=O)Cn1c(COc2ccccc2C)[n+](C)c2ccccc21 | -12* | i | -7.4* | 14 | i | 100* | i | -4.7* | i | 83* | i
O=C(CCn1cccc1)NCc1ccc(Cl)cc1 | i | i | i | 13 | i | i | i | i | i | -5 | i
O=C(O)c1cccc(CN2C(=O)S/C(=C/c3cccc([N+](=O)[O-])c3)C2=O)c1 | i | 26* | i | 9 | i | i | i | i | i | 18 | i
CC1CCC(=C(C#N)c2nc(-c3cc4ccccc4oc3=O)cs2)CC1 (stereo not drawn) | i | i | i | 0 | i | i | i | i | i | 2 | i
Cc1ccc(N(C(=O)c2csnn2)C(C(=O)NC2CCCC2)c2ccccn2)c(C)c1 (stereo not drawn) | i | i | i | 1 | i | i | i | i | i | 3 | i
CC(=O)Nc1cccc(NC(=O)CSc2ccc(-c3cccnc3)nn2)c1 | i | i | i | 7 | i | i | i | i | i | 6 | i
CCCCCOC(=O)c1ccc(N2C(=O)C3C4C=CC(C4)C3C2=O)cc1 (stereo not drawn) | i | i | i | 9 | i | i | i | i | i | -6 | i
CC(=O)N(c1ccccc1)c1c(F)c(F)c(F)c(F)c1F | i | i | i | -3 | i | i | i | i | i | 6 | i
CCn1c2ccccc2c2cc(/C=N/NC(=O)c3ccccc3)ccc21 | i | i | i | -3 | i | i | i | i | i | -2 | i
O=C(CSc1nc2sccc2c(=O)[nH]1)N1CCN(c2ccccc2)CC1 | i | i | i | -2 | i | i | i | i | i | 5 | i
CC1CCc2c(sc3ncnc(SC(C)C(=O)NCC4CCCO4)c23)C1 (stereo not drawn) | i | i | i | 10 | i | i | i | i | i | -3 | i
CCNC(=O)C(=O)Nc1ccc2c(c1)N(S(=O)(=O)c1cccs1)CCC2 | i | i | i | 11 | i | i | i | i | i | 46 | i
Cc1cc(C)c[n+](CC(=O)c2ccccc2)c1 | i | i | i | 0 | i | i | i | i | i | 0 | i
COc1ccc(NC(=O)C2CCN(S(C)(=O)=O)CC2)cc1 | i | i | i | 7 | i | i | i | i | i | -2 | i
CC(C)Oc1cccc(C(=O)Nc2ccc(N3CCN(C)CC3)cc2)c1 | i | i | i | 5 | i | i | i | i | i | 0 | i
CC1(C)OCC(C2CC(c3ccccc3)NS(=O)(=O)O2)O1 (stereo not drawn) | i | i | i | -2 | i | i | i | i | i | 1 | i
CN(NC(=O)/C=C/C(=O)O)c1ncc(C(F)(F)F)cc1Cl | i | i | i | -4 | i | i | i | i | i | -6 | i
Cc1ccccc1OCC(=O)NC(=S)Nc1ccccc1N1CCN(S(C)(=O)=O)CC1 | i | i | -9.1* | 2 | i | i | i | i | i | 27 | i
Cc1ccc(S(=O)(=O)N(C)c2nc3ccccc3n3c(C(C)C)nnc23)cc1 | i | i | i | 2 | 6.5* | i | i | i | i | -8 | i
Cc1ccc(S(=O)(=O)N2CCOC2CNC(=O)C(=O)NCc2ccco2)cc1 (stereo not drawn) | i | i | i | -7 | i | i | i | i | i | 3 | i
O=C(OC1CSc2nc3ccccc3n2C1)c1ccco1 (stereo not drawn) | i | i | i | 7 | i | i | i | i | i | 1 | i
Cc1cc(C)nc(NC(=O)/C=C/c2ccc(Cl)cc2Cl)c1 | i | i | i | 1 | i | i | i | i | i | 27 | i
O=C(NCc1cccs1)c1ccc(S(=O)(=O)N2CCCCC2)cc1 | i | i | i | ? | i | i | i | i | i | -3 | i
COc1ccc(NC(=O)c2ccccc2N(Cc2ccccc2)S(C)(=O)=O)cc1 | i | i | i | 1 | i | i | i | i | i | 9 | i
CCOc1ccc2nc(NC(=O)C(CCSC)NS(=O)(=O)c3cccs3)sc2c1 (stereo not drawn) | i | i | i | 6 | i | i | i | i | i | 34 | i
COc1cc2cc(C(c3nnnn3C3CCCCC3)N(C)C3CCCCC3)c(=O)[nH]c2cc1OC (stereo not drawn) | i | i | i | -1 | i | i | i | / | i | 6 | i
Fc1ccc(CNCc2ccc(Br)cc2)cc1 | i | i | i | 7 | i | i | i | i | i | 2 | i
CCN(CC)CCNC(=O)c1cn(CC)c2ccc(S(=O)(=O)N3CCc4ccccc4C3)cc2c1=O | i | i | i | 3 | i | i | i | i | i | -5 | i
